HCV NS3 hel inh: HCV NS3 helicase inhibition; inhibition, % at 10.9 µM; NS3 helicase DNA unwinding, Cy5 molecular beacon fluorescence; 0.56% of 290,000 active;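 active means inhibition above the mean of all tested compounds plus 3 SD, set per campaign, cut at about 35% in these data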;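 further: 0% = DMSO wells and 100% = thioflavine S control wells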
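assay system = NS3 helicase fragment of HCV | buffer or medium = MOPS pH 6.5, MgCl2, DTT, Tween20, BSA | timing = 60 min unwinding reaction at 25 °C after ATP addition | signal = Cy5 beacon fluorescence read at start and 1 h | read-out basis = % inhibition of unwinding | control set = low DMSO, high thioflavine S at 110 µM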
FID counter: counter-screen for HCV NS3 helicase inhibitors: DNA intercalator displacement; DNA fluorescent intercalator displacement, fluorescence; inhibition, % at 7.9 µM; 0.17% of 290,000 active; in the data active means inhibition above about 37%;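 further: 0% = vehicle and 100% = reference compound; higher means more ethidium bromide displaced from hairpin DNA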
VIM-2 inh: inhibitors of Pseudomonas aeruginosa VIM-2 metallo-beta-lactamase | purified VIM-2, nitrocefin hydrolysis, epi-absorbance fluorescence | inhibition, % at 5.6 µM | 0.89% of 290,000 active;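 active means inhibition above the mean of all tested compounds plus 3 SD, cutoff set per screening run, cut at about 7.5% in these data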;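 further: red hydrolysis product quenches plate fluorescence so inhibitors raise well fluorescence; 0% = enzyme with DMSO and 100% = DMSO without enzyme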
MEKK2 WT-MEK5: raises or lowers MEK5 binding to wildtype human MEKK2 PB1 domain; bead flow cytometry, Alexa488-MEK5 binding to MEKK2 WT; actives lie on both sides; binding response (% of control), % at 10 µM; 1.1% of 290,000 active; AID 1531; in the data active means binding response below about 67% or above about 130%
SUMO HTRF inh: inhibitors of human SUMOylation (UBC9); P63279; HTRF SUMOylation assay, SAE1/SAE2 + UBC9, in vitro; 0.36% of 290,000 active; AID 2006; inhibition, % at 35 µM; in the data active means inhibition above about 50%, passing the limit was not always enough; further: strong numbers were not always called active
Target sequence (P63279 whole entry, looked up): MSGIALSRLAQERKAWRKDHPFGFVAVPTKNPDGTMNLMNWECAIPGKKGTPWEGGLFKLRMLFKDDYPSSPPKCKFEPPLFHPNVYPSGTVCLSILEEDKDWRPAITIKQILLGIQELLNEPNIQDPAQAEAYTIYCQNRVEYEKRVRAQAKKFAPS
PfM18AAP inh: blocks P. falciparum M18 aspartyl aminopeptidase; recombinant PfM18AAP, H-Glu-NHMec fluorogenic cleavage; AID 1822; inhibition, % at 7.35 µM; 1.2% of 290,000 active;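 active means inhibition above the campaign mean inhibition over all tested compounds plus 3 SD, cut at about 28% in these data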;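 further: 0% = plate median of test compound wells and 100% = 2 mM ZnCl2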
IMP-1 inhibitor: blocks Pseudomonas aeruginosa IMP-1 metallo-beta-lactamase. purified IMP-1, nitrocefin hydrolysis, epi-absorbance fluorescence. inhibition, % at 5.6 µM. 0.45% of 290,000 active. AID 1556;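 active means inhibition above the mean plus 3 SD of all compounds in the same screening run, cut at about 4.5% in these data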;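 further: 0% = IMP-1 with DMSO and 100% = DMSO wells lacking enzyme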
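assay system = purified recombinant IMP-1 metallo-beta-lactamase enzyme | schedule = 15 min preincubation plus 25 min reaction at 25 °C | signal = Epi-absorbance fluorescence, 480 nm excitation, 530 nm emission | read-out basis = percent inhibition from optical density relative to buffer-blank wells | controls = IMP-1 with DMSO as 0%, enzyme-free DMSO as 100%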
NALP1 inh: NALP1 inhibition. S. cerevisiae NALP1/ASC/caspase-1 growth, X-gal OD620, 72 h. inhibition, % at 10 µM. 0.61% of 280,000 active. AID 2071; in the data active means inhibition mostly above about 24%, no sharp cut-off; inactive means mostly below about 32%; further: some compounds called inactive have numbers as strong as hits
MEKK2mut PB1 HTS: signal of MEK5 binding to mutant human MEKK2 PB1 domain; bead flow cytometry, Alexa488-MEK5 binding to MEKK2 mutant; percent response, % at 10 µM; 0.35% of 290,000 active; in the data active means percent response above about 24%, passing the limit was not always enough; further: inactives centre near 1; some results filed as inactive read as strong as hits
* hit, by the source's call; · = not tested or not shown.

SMILES	HCV NS3 hel inh	FID counter	VIM-2 inh	MEKK2 WT-MEK5	SUMO HTRF inh	PfM18AAP inh	IMP-1 inhibitor	NALP1 inh	MEKK2mut PB1 HTS
COc1c(O)ccc(/C=N/NC(=O)c2ccc3c(c2)OCCO3)c1[N+](=O)[O-]	-11.6	-7.5	-1.2	99.0	17.8	1.3	-1.5	9.9	-1.0
Cc1cccc(NC(=O)CC2NC3CCCCC3NC2=O)c1 (stereo not drawn)	-0.1	-2.5	-2.8	115.0	-9.6	9.9	-2.1	27.9	6.0
C[C@H](NC(=O)c1nc[nH]c1C(=O)N[C@@H](Cc1ccccc1)C(=O)OCc1ccccc1)C(=O)OCc1ccccc1	-42.7	-36.6	-2.5	100.0	-37.2	-4.2	-1.6	19.8	-1.0
Cc1ccc(NC(=O)C(C)c2ccc(-c3ccccc3)c(F)c2)c(C)c1 (stereo not drawn)	14.0	-3.3	1.1	100.0	1.1	-11.6	0.9	27.2	7.0
CCNC(=S)N/N=C/c1ccc(C#N)cc1	-0.1	-6.0	-1.3	80.0	8.1	0.0	-1.6	11.7	-14.0
O=C(NCc1ccncc1)c1cc2ccccc2nc1Cl	13.1	1.4	-3.1	106.0	11.0	-1.4	-4.4	0.2	0.0
Cc1ccc(S(=O)(=O)c2cc3c(=O)n4ccccc4nc3n(C3CCCC3)c2=N)cc1	-4.0	-2.8	2.6	86.0	-7.2	-1.0	-0.5	13.9	-11.0
Cc1ccc(S(=O)(=O)N(CC(=O)N2CCC(C(N)=O)CC2)c2cccc(C(F)(F)F)c2)cc1	-3.3	-24.1	-0.1	94.0	3.6	-12.9	-2.9	3.9	-10.0
O=C(Cn1nnc(-c2ccccc2)n1)N1CCN(S(=O)(=O)c2ccc(Cl)cc2)CC1	9.0	-2.1	-0.6	110.0	-13.9	8.0	-3.0	13.8	2.0
COc1cc(/C=C(/C#N)c2nc(-c3cc4ccccc4oc3=O)cs2)cc([N+](=O)[O-])c1O	-5.5	0.6	-3.9	91.0	4.5	0.7	-2.6	23.2	-3.0
CC(C)(C)OC(=O)N[C@@H](COCc1ccccc1)C(=O)N[C@@H](CO)[C@H](O)[C@@H]1C[C@@H]1C(=O)N1CCCC1	13.6	-34.0	-3.2	96.0	18.6	0.3	-3.5	3.5	-1.0
CC(=O)NCCn1c(SCc2ccc(C)cc2C)nc2ccccc2c1=O	-6.4	-32.9	0.9	99.0	-5.7	3.4	-1.8	-1.2	-5.0
Cc1cccc(Nc2nnc(SCC(=O)N(C)C3CCS(=O)(=O)C3)s2)c1C (stereo not drawn)	10.9	-22.5	-3.5	102.0	-11.5	18.0	-2.3	11.0	1.0
CC(C)c1ccc(OCc2ccc(C(=O)NN3CCN(C)CC3)o2)cc1	-36.0	32.8	-3.1	109.0	23.9	-7.2	-2.1	7.4	0.0
CC1=CSC2=NC(=O)/C(=C\c3cccn3-c3ccc([N+](=O)[O-])cc3)C(=N)N12	12.9	-1.0	-4.0	98.0	-0.1	4.2	-4.0	1.3	-1.0
Cc1cc(C)c(NC(=O)/C(=C/c2ccccc2)c2ccccc2)c(C)c1	9.8	-10.7	-2.0	99.0	-14.7	-6.1	-0.7	45.1	-2.0
CC(c1nc2ccccc2c(=O)[nH]1)N1CCOCC1 (stereo not drawn)	-0.6	-0.3	-5.2	101.0	16.0	0.4	-3.3	5.4	1.0
CC(C)CC(OC(=O)c1nsc(Cl)c1Cl)C(=O)NCc1cccs1 (stereo not drawn)	18.1	-11.4	-1.4	105.0	25.7	9.6	-2.0	16.6	-2.0
Cc1sc2nc(CC(=O)NN)[nH]c(=O)c2c1C	3.6	-4.2	-3.2	102.0	3.5	23.7	-4.0	-4.9	4.0
O=C(O)C1C2CC2CN1C(=O)c1ccc(Cl)cc1 (stereo not drawn)	-4.0	-1.6	-1.8	110.0	6.1	-1.3	-2.6	-0.1	6.0
S=c1[nH]nc(-c2ccccn2)n1/N=C/c1ccc(Cl)c(Cl)c1	-10.4	-2.0	-0.9	94.0	0.8	-1.2	-4.0	-3.5	-11.0
COc1ccc(C)cc1NC(=O)CSc1ccc(-c2sc(C)nc2C)nn1	-5.7	-43.5	-2.3	100.0	-4.7	-2.7	-4.9	6.9	6.0
Cc1nc2ccccc2c(=O)n1/N=C/c1ccc(O)cc1O	-4.6	-2.5	-3.1	100.0	10.3	4.6	-3.7	-5.4	0.0
O=c1[nH]c(CN2CCN(Cc3ccccc3)CC2)nc2sc3c(c12)CCC3	5.8	1.9	-0.5	·	·	-4.7	-2.4	·	·
Cc1ccc(CNc2c(C=O)c(=O)[nH]c3ccccc23)cc1	1.1	-15.3	14.0*	109.0	0.8	-0.8	-2.8	8.2	15.0
COc1ccc(OC(C)C(=O)N2CCC(C)CC2)cc1 (stereo not drawn)	-5.6	-7.5	-1.4	102.0	1.9	0.7	-4.2	1.3	0.0
O=C(Cc1ccc(Cl)cc1)Nc1ccc(NC(=O)c2cccs2)cc1	-6.2	1.5	2.4	91.0	34.4	-19.2	0.7	5.0	-7.0
CN(C)S(=O)(=O)N1CCC(Oc2ccc(C(=O)NCC(C)(C)CO)cc2)CC1	1.1	-16.4	-0.8	89.0	14.9	-16.0	-1.6	7.3	-8.0
COc1ccc(OC)c(-n2c(Cn3c(-c4ccccn4)nc4ccccc43)n[nH]c2=S)c1	2.8	-4.8	-2.7	106.0	9.2	12.4	-3.5	0.2	4.0
COc1ccc(C2NC(=O)NC(C)=C2C(=O)Nc2cc(C)ccc2C)cc1OC (stereo not drawn)	-11.5	0.9	-1.2	99.0	4.4	-4.2	-2.7	-3.1	3.0
CC(C)(C)NC(=O)C1CCN(S(=O)(=O)c2cccc3nsnc23)CC1	7.2	-8.4	-1.2	100.0	4.4	5.4	-2.8	6.2	1.0
COc1ccc(CCN(C)C(=O)c2cc(=O)c3ccccc3o2)cc1OC	-0.1	-17.2	-0.1	104.0	11.7	-4.2	-2.2	13.9	2.0
CCCCC(=O)Nc1cccc(NC(=O)c2cccc([N+](=O)[O-])c2)c1	-11.0	6.2	-0.5	91.0	2.9	-0.5	-1.1	-7.4	-11.0
O=C(O)c1ccc(C(=O)O)c(C(=O)c2ccccc2)c1	2.6	2.9	-1.6	93.0	20.0	1.1	-2.1	11.4	-6.0
CCCCNC(=O)c1cnc2n(c1=O)CCS2	1.1	-1.7	-2.5	105.0	11.9	-0.9	-2.5	3.7	3.0
COc1ccc(NC(=O)CSc2nncn2C)cc1	6.3	-5.5	-1.0	97.0	16.6	2.2	-1.8	23.9	-17.0
COCCCNC(=O)c1c(N)n(-c2ccc3c(c2)OCO3)c2nc3ccccc3nc12	7.6	-3.7	-2.4	88.0	6.3	3.3	-4.3	-0.2	0.0
Nc1cccc(Oc2ccc([N+](=O)[O-])cc2)c1	-6.4	3.0	-3.0	102.0	-16.0	3.6	-3.1	-7.5	4.0
Cc1cccc(C)c1OCc1cc(C(=O)NCc2cn(C)nc2C)no1	-1.6	-37.6	-2.7	103.0	8.3	3.5	-5.2	-19.9	5.0
O=C(c1cn[nH]c1)c1cc(F)ccc1O	4.1	-1.2	-2.8	103.0	16.8	31.2*	-2.0	16.3	11.0
CC(C)(C)c1cc(NC(=O)c2ccco2)n(-c2ccccc2)n1	-2.1	-14.4	-2.4	99.0	-1.2	2.5	-1.8	21.4	0.0
Cc1ccc(CCNC(=O)c2nn(C)c3c2CS(=O)(=O)c2ccccc2-3)cc1	-2.5	-20.8	-3.8	98.0	·	-2.0	-0.6	-4.3	-2.0
CCCc1[nH]c2ccc(C#N)cc2c1CCC	-20.2	-9.4	3.3	98.0	-20.3	-7.0	-1.6	35.2	0.0
Cn1c(SCC(=O)Nc2cc([N+](=O)[O-])ccc2F)nnc1C(F)(F)F	-1.6	1.7	-2.8	102.0	2.2	4.0	-1.9	33.8	-1.0
Cc1sc2nc(C3CC3)nc(N3CCN(S(=O)(=O)c4ccc(F)cc4)CC3)c2c1C	2.6	-3.3	1.7	95.0	-23.1	5.9	0.2	-3.4	-4.0

VIM-2 inh: hit marks shown above
Structure,HCV NS3 hel inh,VIM-2 inh,MEKK2 WT-MEK5,SUMO HTRF inh,PfM18AAP inh,IMP-1 inhibitor,NALP1 inh,MEKK2mut PB1 HTS
Cc1ccc(CNc2c(C=O)c(=O)[nH]c3ccccc23)cc1,1.1,14.0*,109.0,0.8,-0.8,-2.8,8.2,15.0

Some of these compounds in order of length of the SMILES, rising.
SMILES	HCV NS3 hel inh	FID counter	VIM-2 inh	MEKK2 WT-MEK5	SUMO HTRF inh	PfM18AAP inh	IMP-1 inhibitor	NALP1 inh	MEKK2mut PB1 HTS
O=C(c1cn[nH]c1)c1cc(F)ccc1O	4.1	-1.2	-2.8	103.0	16.8	31.2*	-2.0	16.3	11.0
Nc1cccc(Oc2ccc([N+](=O)[O-])cc2)c1	-6.4	3.0	-3.0	102.0	-16.0	3.6	-3.1	-7.5	4.0
Cc1cccc(C)c1OCc1cc(C(=O)NCc2cn(C)nc2C)no1	-1.6	-37.6	-2.7	103.0	8.3	3.5	-5.2	-19.9	5.0

The results go on:
SMILES	HCV NS3 hel inh	FID counter	VIM-2 inh	MEKK2 WT-MEK5	SUMO HTRF inh	PfM18AAP inh	IMP-1 inhibitor	NALP1 inh	MEKK2mut PB1 HTS
Cc1noc(C)c1C(c1ccccc1)S(=O)(=O)c1ccccc1 (stereo not drawn)	7.6	-6.3	-0.7	97.0	2.3	-8.1	-3.9	33.9	-3.0
O=c1[nH]cnc2c1oc1ccccc12	-9.5	-1.5	-0.5	96.0	12.7	-1.5	-1.7	0.6	-3.0
CN(CCOCCOc1ccc(Cl)cc1Br)Cc1ccccc1	-21.0	9.9	0.1	116.0	-14.3	-6.8	-0.2	34.2	9.0
Cc1ccnc(NC(=O)c2ccccc2NC(=O)C(C)(C)C)c1	26.4	-23.7	-2.4	105.0	7.8	13.2	-4.3	3.7	1.0
C=CS(=O)(=O)c1sc(Cl)c(N2CCOCC2)c1[N+](=O)[O-]	13.6	-0.3	-1.1	91.0	49.5	1.4	-0.8	-3.1	-2.0
COc1ccc(NC(=O)N2CCCCCC2)cc1	9.5	-2.5	-4.1	96.0	-0.3	-0.2	-0.9	18.8	2.0
N/C(Cc1cccc2ccccc12)=N\OC(=O)COc1ccccc1	-0.2	-8.5	-0.6	99.0	5.0	-1.3	-1.0	26.3	0.0
COC(=O)c1ccc(NC(=O)CN2CCN(S(=O)(=O)c3cc(Cl)ccc3OC)CC2)cc1	5.1	-7.9	-0.5	108.0	6.9	-1.6	-1.7	29.0	8.0
CCCn1c(OC)nc2c1c(=O)n(C)c(=O)n2C	-7.8	-2.7	-0.8	100.0	-1.7	-0.7	-1.4	·	4.0
Cc1ccc(NS(=O)(=O)c2ccc3c(c2)NC(=O)CCS3)cc1F	-12.8	-24.8	0.0	97.0	11.8	-13.8	0.3	14.3	-1.0
Cn1c(=O)c2c(nc(N3CCOCC3)n2C)n(C)c1=O	0.7	1.3	-1.4	101.0	11.7	-3.1	-4.3	·	3.0
Cc1onc(-c2c(Cl)cccc2Cl)c1-c1nnc(-c2ccc(Cl)cc2)o1	4.3	-5.2	-2.0	85.0	-4.8	0.9	-1.2	6.4	-12.0
CCOc1ccc(NC(=O)NNC(=O)c2cccnc2)cc1	0.9	-10.7	-0.8	102.0	-0.5	8.9	-2.8	-11.7	5.0
CCOC(=O)c1sc(NC(=O)COC(=O)c2ccco2)nc1C	-2.5	-0.7	-0.5	105.0	8.7	0.6	-1.2	-10.0	4.0

Screening results: PubChem BioAssay, several laboratories
